V-ATPase pHluor = yeast V-ATPase proton transport regulation by pHLuorin; response, % at 10 µM; 350,000 tested, 0.37% active; S. cerevisiae, pHLuorin cytosolic pH fluorescence; in the data active = response mostly above about 7.3%, no sharp cut-off; inactive = mostly below about 5.4%; note: actives read high; inactives centre near 0; some compounds called inactive have numbers as strong as hits; reference of the scale not given here
OPRM1-OPRD1 ag = agonists of human mu-delta opioid receptor heterodimerization; AID 504326; 340,000 tested, 0.3% active; cells, OPRM1-OPRD1 heterodimerization, luminescence; P35372+P41143; activation, % at 9.3 µM; in the data active = activation above about 18%;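 note: 0% = vehicle-treated cells and 100% = reference agonist; values of inactives mirror those of a sister screen read the other way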
MOR-DOR inv ag = mu-delta opioid heterodimer inverse agonism. inhibition, % at 9.3 µM. 340,000 tested, 0.21% active. cell-based MOR-DOR heterodimer luminescence; in the data active = inhibition above about 22%, passing the limit was not always enough;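 note: 0% = cells with DMSO and 100% = wells without cells with DMSO; values of inactives mirror those of a sister screen read the other way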
LANA DNA inh = blocks KSHV LANA C-terminal domain binding to DNA. MBP-C-LANA/FAM-LBS DNA binding, fluorescence polarization. inhibition, % at 9 µM. 340,000 tested, 0.078% active. AID 504423;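 active = highest replicate inhibition at or above 60% at 9 µM, even if other replicates fall short; inactive = all replicates below 60% inhibition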;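 note: 0% = neutral control wells and 100% = 4 µM acridine orange control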
RTF Ca sens inh = cardiac RTF calcium desensitization. inhibition, % at 7.15 µM. 340,000 tested, 0.12% active. IANBD-labeled cardiac RTF, Ca2+ fluorescence;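 active = inhibition above the mean inhibition of all tested compounds plus 3 SD, cut at about 17% in these data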;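 note: assay run at fixed EC70 calcium of 1.6 mM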
Arr AP2 block = inhibitors of human beta-arrestin and AP2 interaction; FITC-arrestin peptide / GST-AP2 beads, flow cytometry; AP2 beta2 appendage carries R879A mutation; inhibition, % at 10 µM; 340,000 tested, 0.31% active;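 active = inhibition above a set limit, near 3 SD of compounds lacking own fluorescence, cut at about 54% in these data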;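 note: plate controls were DMSO wells for no effect and 5 µM unlabelled arrestin peptide for full effect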
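Assay system: GST-AP2 R879A bound to glutathione beads, E. coli-expressed; Medium: PBS with 0.05% Tween 20 and 0.1% BSA; Also added: fluorescein-tagged arrestin peptide at 50 nM final; Timing: 12 min plus 1 h, RT; Measured by: flow cytometry, FL1 (488/535 nm); Evaluation: percent drop in bead-associated FITC signal.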
RTF Ca sens act = increases calcium sensitivity of human cardiac regulated thin filaments | activation, % at 7.2 µM | AID 493008 | IANBD-labeled TnC RTF fluorescence at EC20 calcium; 0% EC20 calcium, 100% full calcium | 340,000 tested, 0.24% active | P19429+P45379;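 active = activation above the mean over all tested compounds plus 3 SD, cut at about 30% in these data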;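 note: rise in fluorescence read as greater calcium sensitivity of cardiac thin filaments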
DSG3 Ab inh = human desmoglein-3 autoantibody binding inhibition. 310,000 tested, 0.48% active. P32926. binding (percent of control), % at 10 µM. DSG3-coupled beads, scFv-anti-DSG3-GFP binding, flow cytometry; stronger effect = lower value;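 active = binding more than 3 SD below its plate's average and above zero; inconclusive = below that plate limit but binding exactly zero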;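 note: hits lower antibody fragment binding to DSG3; some compounds called inactive have numbers as strong as hits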
Target sequence (P32926 whole entry, looked up, the tested form may be a part): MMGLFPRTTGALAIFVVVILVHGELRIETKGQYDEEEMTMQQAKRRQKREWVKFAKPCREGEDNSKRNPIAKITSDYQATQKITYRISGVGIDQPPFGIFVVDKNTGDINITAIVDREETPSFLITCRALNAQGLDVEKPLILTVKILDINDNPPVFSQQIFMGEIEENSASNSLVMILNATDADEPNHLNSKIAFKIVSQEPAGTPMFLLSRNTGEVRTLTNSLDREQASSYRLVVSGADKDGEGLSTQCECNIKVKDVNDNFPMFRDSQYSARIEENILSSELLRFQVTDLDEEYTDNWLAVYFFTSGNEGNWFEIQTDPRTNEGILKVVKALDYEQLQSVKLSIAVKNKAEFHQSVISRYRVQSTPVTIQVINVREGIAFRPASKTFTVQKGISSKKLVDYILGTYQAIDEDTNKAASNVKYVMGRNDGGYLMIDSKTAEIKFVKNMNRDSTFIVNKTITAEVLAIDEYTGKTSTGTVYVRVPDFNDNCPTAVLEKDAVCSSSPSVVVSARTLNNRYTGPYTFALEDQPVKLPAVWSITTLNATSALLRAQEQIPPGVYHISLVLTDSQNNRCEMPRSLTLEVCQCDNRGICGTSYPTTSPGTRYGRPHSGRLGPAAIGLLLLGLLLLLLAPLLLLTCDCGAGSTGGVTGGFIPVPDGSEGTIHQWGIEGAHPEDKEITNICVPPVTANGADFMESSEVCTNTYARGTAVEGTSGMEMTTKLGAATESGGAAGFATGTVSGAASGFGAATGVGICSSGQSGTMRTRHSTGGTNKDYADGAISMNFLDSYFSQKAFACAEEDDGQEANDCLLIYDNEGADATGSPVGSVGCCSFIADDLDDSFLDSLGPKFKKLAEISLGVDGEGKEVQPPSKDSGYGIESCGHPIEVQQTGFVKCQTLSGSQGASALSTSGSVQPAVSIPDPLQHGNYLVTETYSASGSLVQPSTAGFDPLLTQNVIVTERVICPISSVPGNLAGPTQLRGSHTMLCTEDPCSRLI
Keap1 Nrf2 FP = disrupts human Keap1 binding to Nrf2 peptide; Q14145; Keap1 Kelch-Nrf2 peptide fluorescence polarization, 1536-well; inhibition, % at 9.4 µM; 340,000 tested, 0.15% active; in the data active = inhibition above about 12%; inconclusive = no clear call, values can overlap the other calls; inactive = below about 7.3%;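 note: human Keap1 Kelch domain with fluorescein labeled Nrf2 9mer peptide probe; 0% = neutral control wells and 100% = peptide positive control; higher means more block of Keap1 binding to Nrf2 peptide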
Wnt bcat act = activates Wnt/beta-catenin signaling in a reporter cell assay; 300,000 tested, 1.2% active; activator, plate reader; activation, % at 9.35 µM; in the data active = activation above about 30%, passing the limit was not always enough; inconclusive = no clear call, values can overlap the other calls;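 note: 0% = neutral control wells and 100% = positive control wells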
Active calls of the source: *; u = inconclusive; x = no result given; & = joins results of further samples. Only part of the results is shown. The share of hits here may be higher or lower than overall.

SMILES | V-ATPase pHluor | OPRM1-OPRD1 ag | MOR-DOR inv ag | LANA DNA inh | RTF Ca sens inh | Arr AP2 block | RTF Ca sens act | DSG3 Ab inh | Keap1 Nrf2 FP | Wnt bcat act
N#C/C(=C\c1ccc(O)cc1)C(=O)O | -3 | -1.4 | 8 | 2.0 | 11 | -1 | 7 | x | -2 | 0&2
Cc1cc2ccccc2c(=O)n1CC(=O)NCC(=O)N1CCC2(CC1)OCCO2 | 0 | -2.2 | 11 | -0.2 | -9 | 1 | 2 | 117 | -1 | -2
CP(=O)(O)CCCN | -2 | -2.7 | 12 | 0.8 | 0 | 32 | 10 | 120 | -1 | -4
C[n+]1ccc(-c2cc[n+](C)cc2)cc1 | -2 | -2.8 | 16 | -1.9 | -7 | 14 | 9 | 99 | -9 | -1&0
COC(=O)C1=C(c2ccc3ccccc3c2)C[C@@H]2CC[C@H]1N2C(=O)NCc1ccc(C(F)(F)F)cc1 | 1 | 0.2 | -1 | -0.9 | -10 | 22 | -5 | 104 | 0 | -3
CC(C)N1C(=O)CC2(CC[N+](C)(CCOC(=O)C(O)(c3ccccc3)c3ccccc3)CC2)C1=O (stereo unspecified) | -4 | -1.2 | 6 | -1.4 | -8 | 2 | 2 | 105 | -6 | -3
CCCCn1c(NS(=O)(=O)c2ccccc2)c(C(=O)OCC)c2nc3ccccc3nc21 | 0 | -5.8 | 32* | -0.5 | 3 | 28 | 0 | 107 | -5 | x
O=P(Oc1ccccc1)(Oc1ccccc1)C(Nc1ccccc1)c1ccccc1 (stereo unspecified) | 1 | 3.5 | -21 | 0.7 | -9 | 4 | 4 | 94 | -2 | x
COCCCn1c(N)c(C(=O)OC(C)COC)c2nc3ccccc3nc21 (stereo unspecified) | -9 | -4.2 | 18 | 0.4 | -9 | -3 | 0 | 114 | -9 | x
CCC(=NCC1CCCO1)c1c(O)n(-c2ccccc2)c(=O)[nH]c1=O (stereo unspecified) | 1 | -2.5 | 14 | -0.5 | 1 | 11 | -3 | 95 | -1 | 2
O=C(/C=C/c1ccccc1)c1c(O)n(CCc2ccccc2)c(=O)[nH]c1=O | -2 | 0.9 | -5 | 0.3 | -2 | 4 | 4 | x | -7 | -3
O=C(Nc1ccc(Br)cc1)N1C[C@H]2C[C@@H](C1)c1cccc(=O)n1C2 | 2 | 0.3 | -1 | -2.2 | -4 | 15 | -4 | 101 | 2 | 0
Cc1cc(OCC(=O)N2CCC(C(N)=O)CC2)c2c3c(c(=O)oc2c1)CCCC3 | 0 | 0.2 | -1 | 1.1 | 0 | 16 | 1 | 104 | -1 | 0
N#CC1=C(N)Oc2c(c(=O)oc3ccccc23)C1c1ccc(OC(=O)N2CCOCC2)cc1 (stereo unspecified) | 4 | -2.2 | 11 | -0.8 | -2 | -5 | -1 | 99 | -1 | -1
CCCCn1c(O)c(C(C)=Nc2ccc(C(=O)O)cc2)c(=O)[nH]c1=O | -3 | -2.6 | 14 | -0.7 | -3 | 15 | 2 | 94 | 0 | 0
CC1CNCCN1c1ccc(Cl)cc1 (stereo unspecified) | -3 | 0.8 | -4 | -0.4 | 1 | 5 | -2 | 96 | -2 | -1
O=C(OCC(=O)c1ccc([N+](=O)[O-])cc1)/C(=C/c1ccc(Cl)cc1)NC(=O)c1ccccc1 | 1 | -0.8 | 4 | 1.3 | -4 | 26 | 6 | 95 | 0 | u
O=C(Nc1ccc(F)c([N+](=O)[O-])c1)N1C[C@H]2C[C@@H](C1)c1cccc(=O)n1C2 | 0 | -3.3 | 17 | -0.5 | 6 | -8 | -8 | 107 | -1 | 1
CCOC(=O)CSc1ccc(C(=O)N2CCC3(CC2)OCCO3)cc1[N+](=O)[O-] | -2 | -1.5 | 7 | 1.5 | 4 | 35 | -8 | 107 | -5 | 2
O=C(CNC(=O)c1cccc(Cl)c1)Nc1ccc(Br)cc1C(=O)c1ccccc1 | 3 | 8.1 | -50 | 0.5 | -10 | -9 | 0 | 99 | 3 | -1
Cc1ccc2c(c1)C1CN(C)CCC1N2C(=O)c1ccco1 (stereo unspecified) | 3 | x | x | -1.4 | -1 | 4 | 2 | 102 | -2 | -2
COc1ccc(C(CC(=O)N2CCC3(CC2)OCCO3)NS(=O)(=O)c2ccc(OC)cc2)cc1 (stereo unspecified) | -2 | -2.3 | 11 | -1.0 | 0 | 4 | -6 | 103 | -1 | x
COC(=O)C1=C(c2ccc(F)cc2F)C[C@@H]2CC[C@H]1N2C(=O)NCCO | -2 | -1.5 | 8 | 1.3 | -7 | -7 | -8 | 103 | -3 | 0
CCCNC(=O)c1c(N)n(CC2CCCO2)c2nc3ccccc3nc12 (stereo unspecified) | -3 | 2.3 | -13 | 2.0 | -3 | 29 | -3 | 74 | -3 | 0
CCN1CCN(Cc2ccc(C)cc2)CC1 | 6 | -3.4 | 17 | -0.6 | -9 | 4 | 5 | 100 | 0 | -6
Cn1c(O)c(C(c2ccncc2)c2c(O)n(C)c(=S)n(C)c2=O)c(=O)n(C)c1=S | 0 | -2.8 | 14 | -2.1 | -10 | 2 | -3 | 101 | -2 | -3
CCC(C)n1c(O)c(/C=N/N2CCOCC2)c(=O)[nH]c1=S (stereo unspecified) | -1 | -0.8 | 5 | -0.2 | -4 | 4 | 5 | 105 | -5 | -6
Cc1ccc2c(c1)C1CN(C)CCC1N2C(=O)Cn1nnc(-c2ccccc2F)n1 (stereo unspecified) | 3 | x | x | 0.6 | -10 | -6 | 7 | 104 | -7 | -1
CCOc1cc2[nH]c(=S)n(CCCC(=O)N3CCC4(CC3)OCCO4)c(=O)c2cc1OCC | 5 | -0.5 | 3 | 0.5 | -5 | 0 | -2 | 102 | -1 | x
O=[N+]([O-])c1ccc(N2CCCC2)c2ncccc12 | -3 | -2.9 | 13 | 2.4 | 6 | 32 | 19 | 99 | -1 | -1
Cc1ccc(-n2c(O)c(/C=N/NC(=O)c3ccncc3)c(=O)[nH]c2=O)cc1C | 0 | -2.1 | 12 | -0.2 | 9 | -3 | -7 | 103 | 1 | 0
CCn1cc(CN2CCCC(C(=O)c3cccc(OC)c3)C2)c(C)n1 (stereo unspecified) | 3 | 5.8 | -34 | 0.4 | -14 | 23 | -2 | 101 | -4 | -3
Cc1ccccc1C(=O)N1CC1C (stereo unspecified) | 0 | -2.8 | 14 | 0.1 | -7 | 1 | 10 | 102 | -3 | -6
Cc1ccc(Cn2nc(C)c(C=O)c2Cl)cc1 | -1 | 0.2 | -1 | -0.3 | 3 | 14 | 1 | 113 | -3 | 0
Cc1ccc[n+](CC(O)Cn2c3ccccc3c3ccccc32)c1 (stereo unspecified) | -1 | -0.1 | 1 | -0.9 | -2 | 6 | 1 | 103 | -1 | x
COC1C(O)C(C)OC(OC2CCC3(C)C(CCC4C3C(O)CC3(C)C(C5=CC(=O)OC5)CCC43O)C2)C1O (stereo unspecified) | -5 | 85* | -374 | -0.1 | -3 | 9 | -5 | 86 | 3 | -26
Nc1cc(Cl)c2nonc2c1[N+](=O)[O-] | -2 | -7.8 | 40* | -1.9 | -13 | -4 | 5 | 104 | -2 | -18
O=c1[nH]c(=S)n(CCC2=CCCCC2)c(O)c1C=NCCCn1ccnc1 | -39 | -2.4 | 12 | -0.1 | 0 | 7 | 3 | 99 | -9 | -7
O=C(O)CCn1cc(C=C2C(=O)NC(=O)NC2=O)c(-c2ccc(Br)cc2)n1 | -2 | -1.8 | 11 | -0.6 | 6 | -2 | -1 | 102 | 2 | x
O=C(C(Cc1ccccc1)NS(=O)(=O)c1ccc(F)cc1)N1CCC2(CC1)OCCO2 (stereo unspecified) | 1 | -2.2 | 13 | 2.1 | -6 | -2 | 6 | 97 | 0 | x
N#CC1=C(N)Oc2c(c(=O)sc3ccccc23)C1c1ccncc1 (stereo unspecified) | -1 | -3.4 | 16 | 1.1 | -11 | 0 | -1 | x | -6 | 0
CCCOC(=O)c1c(N)n(Cc2cccs2)c2nc3ccccc3nc12 | -4 | -3.6 | 16 | -0.1 | 0 | -4 | -1 | 101 | -2 | -2
O=c1c2ccccc2nc(-c2ccccc2Cl)n1-c1ccc(O)cc1 | -4 | -2.5 | 12 | -1.7 | -3 | 37 | -1 | 106 | -2 | 0
O=C(CN1CCN(c2ccccc2F)CC1)Nc1cccnc1Cl | 1 | -1.9 | 11 | 1.5 | -2 | 53 | 19 | 105 | 1 | 0
CCC1(CC)C(=O)C=CNC1=O | -3 | -0.3 | 2 | -0.2 | -3 | -2 | 6 | x | -8 | -2
CCCNC(=O)N1[C@H]2CC[C@@H]1C(C(=O)OC)=C(c1ccc(C(C)=O)cc1)C2 | 1 | -2.9 | 13 | 1.5 | 4 | 8 | 0 | 105 | 0 | -1
O=C(O)C1CC2(Cl)C(Cl)=C(Cl)C1(Cl)C2(Cl)Cl (stereo unspecified) | -3 | -3.3 | 16 | -0.9 | 3 | 0 | 0 | x | -1 | 4
COC(=O)C1=C(c2ccc(F)cc2OCc2ccccc2)C[C@@H]2CC[C@H]1N2C(=O)NCc1ccccc1C(F)(F)F | 0 | -1.7 | 9 | -4.4 | -11 | 1 | 5 | 99 | -1 | -5
CCOP(=O)(Oc1ccccc1)c1c([N+](=O)[O-])cc(C(F)(F)F)cc1[N+](=O)[O-] (stereo unspecified) | 0 | 0.1 | -1 | 0.0 | -2 | 40 | -4 | 97 | 0 | 0
Cn1c(=O)cc(OCC(=O)N2CCC3(CC2)OCCO3)c2ccccc21 | -5 | -0.9 | 4 | 0.0 | -4 | 8 | 3 | 96 | 1 | 4

The list continues.
SMILES | V-ATPase pHluor | OPRM1-OPRD1 ag | MOR-DOR inv ag | LANA DNA inh | RTF Ca sens inh | Arr AP2 block | RTF Ca sens act | DSG3 Ab inh | Keap1 Nrf2 FP | Wnt bcat act
COC(=O)C1=C(c2ccc(OC(F)(F)F)cc2)C[C@@H]2CC[C@H]1N2C(=O)NC1Cc2ccccc2C1 | 3 | 5.5 | -25 | 1.6 | -17 | -8 | -3 | 102 | 0 | 0
CC(=O)Nc1cccc([As](=O)(c2cccc(NC(C)=O)c2)c2cccc(NC(C)=O)c2)c1 | -1 | -2.4 | 13 | 0.4 | 4 | -5 | 8 | 100 | -4 | 0
NCC(O)c1ccc(O)cc1 (stereo unspecified) | 1 | -3.5 | 19 | 4.6 | 0 | 2 | -3 | 107 | 8 | -2&2
COc1ccc2c3c([nH]c2c1)C(C)=NCC3 | -42 | 1.1 | -6 | -0.2 | -4 | -7 | 19 | x | -1 | -3
Cc1cccc(C(=O)Nc2ccc3c(c2)CC2(C(=O)N(C)C(=O)N(C)C2=O)C2CCCN32)c1 (stereo unspecified) | -3 | 1.6 | -8 | 0.4 | 1 | 16 | -4 | 102 | -2 | x
